Large T inhibition: SV40 large T antigen inhibitors, biochemical (AID 1903); SV40 large T antigen ATPase/helicase inhibition assay; higher % means a stronger effect; inhibition, % at 20 µM, or IC50 in µM where a hit was titrated; actives 0.39% (n = 310,000); in the data active = a potency from the dose series; inconclusive = inhibition mostly from about 32% at the one dose, without a potency; inactive = the rest, 99 in 100 with inhibition below about 32%; note: strong numbers were not always called active
MgcRacGAP inhibition: MgcRacGAP GTPase-activating activity inhibitors, confirmation, biochemical, ADP Hunter fluorescence | one-dose inhibition, % at 30 µM; IC50 in µM for titrated hits | MgcRacGAP-stimulated Rac1 GTP hydrolysis, ADP Hunter fluorescence; higher % means a stronger effect; GST-tagged Rac1 F28L mutant substrate | AID 624330 | actives 0.6% (n = 340,000);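 active = first-screen hits whose inhibition reached a set limit at any dose in the follow-up dose series; inconclusive = inhibition above the set first-screen limit but never retested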;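 note: fluorescence reports GDP produced by GAP-driven GTP hydrolysis; strong numbers were not always called active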
NTR1 ag: NTR1-driven beta-arrestin-GFP spot formation – imaging, U2OS cells, high content, primary screen (AID 493036); agonist mode; activation, % at 20 µM; actives 0.17% (n = 330,000);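 active = activation at or above 40% of the spot to cytoplasm intensity ratio, with at least 20 cells analyzed; inconclusive = wells under 20 cells, flagged as cytotoxic or low count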;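 note: 0% = DMSO without peptide and 100% = 100 nM NTR1 peptide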
Target sequence (P30989 whole entry, looked up): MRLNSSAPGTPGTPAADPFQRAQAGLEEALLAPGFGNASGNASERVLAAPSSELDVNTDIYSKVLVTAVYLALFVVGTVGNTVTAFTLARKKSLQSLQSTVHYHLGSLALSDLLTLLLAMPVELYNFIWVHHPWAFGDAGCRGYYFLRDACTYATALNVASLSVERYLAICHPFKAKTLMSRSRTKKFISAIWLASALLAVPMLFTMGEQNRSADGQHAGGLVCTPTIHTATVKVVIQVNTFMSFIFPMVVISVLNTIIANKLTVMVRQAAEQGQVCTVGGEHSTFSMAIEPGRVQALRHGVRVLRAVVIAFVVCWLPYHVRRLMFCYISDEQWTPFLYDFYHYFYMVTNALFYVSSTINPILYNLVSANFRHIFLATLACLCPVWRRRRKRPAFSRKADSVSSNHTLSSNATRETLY
West Nile antiviral: West Nile virus antiviral activity, cell-based, CPE readout (AID 1621) | actives 0.02% (n = 290,000) | West Nile virus-infected cells, CPE inhibition; higher % means a stronger effect | one-dose CPE inhibition, % at 10 µM; IC50 in µM for titrated hits; in the data active = a potency from the dose series; inconclusive = CPE inhibition mostly from about 3.7% at the one dose, without a potency; inactive = the rest, 99 in 100 with CPE inhibition below about 2.2%; note: strong numbers were not always called active
AID2073: disruptors of CaV2.2 binding to Mint1 – biochemical, HTRF (AID 2073); HTRF protein-protein interaction, Mint1-CaV2.2; higher % means a stronger effect; inhibition, % at 20 µM; hits with a dose series show IC50 in µM; actives 0.19% (n = 290,000); in the data active = inhibition mostly above about 51%, no sharp cut-off; inconclusive = no clear call, values can overlap the other calls; inactive = mostly below about 53%; note: some results filed as inactive read as strong as hits
Siah-1 displacement: blockers of Siah-1 interaction with plectin peptide – biochemical, fluorescence polarization, rhodamine-plectin, uHTS, primary screen (AID 1817). Siah-1 / rhodamine-plectin peptide fluorescence polarization; higher % means a stronger effect. displacement, % at 20 µM; hits with a dose series show IC50 in µM. actives 0.02% (n = 290,000);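 active = displacement of at least 50% at 20 µM, with a fluorescence ratio check between 0.3 and a set limit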;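 note: plate controls were Siah plus tracer with DMSO for no effect and tracer alone without Siah for full effect; strong numbers were not always called active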
UTI89 phage lysis: inhibition of K1F phage lysis, E. coli UTI89, bacterial capsule biogenesis inhibitors, alamar blue (AID 488966) | inhibition, % at 100 µM; hits with a dose series show IC50 in µM | E. coli UTI89 K1F phage lysis, alamar blue, 2 h; higher % means a stronger effect | actives 0.02% (n = 340,000);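 active = phage lysis inhibition, versus mean bacterial control, above a set limit; inconclusive = no clear call, values can overlap the other calls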;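 note: capsule biogenesis inhibitors block K1F phage lysis so surviving cells raise fluorescence; higher fluorescence means more inhibition of phage lysis; actives were called in the ten point dose series up to 300 µM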
NS5 inhibitors: flavivirus cap methylation enzyme inhibition – biochemical, confirmation dose response, primary screen (AID 588689); Dengue-2 NS5 methyltransferase capping enzyme assay, biochemical; higher % means a stronger effect; inhibition, % at 25 µM, or IC50 in µM where a hit was titrated; actives 0.3% (n = 340,000); in the data active = a potency from the dose series; inconclusive = inhibition above about 29% without an active follow-up result
RSV CPE inhibition: inhibition of RSV-induced cytopathic effect – HEp-2 cells, primary 10 µM value included (AID 2391); HEp-2 cells, RSV-induced CPE inhibition; higher % means a stronger effect; CPE inhibition, % at 10 µM; hits with a dose series show IC50 in µM; actives 0.13% (n = 310,000); in the data active = a potency from the dose series; inconclusive = CPE inhibition mostly from about 23% at the one dose, without a potency; inactive = the rest, 99 in 100 with CPE inhibition below about 21%; note: strong numbers were not always called active
NTR1 ag cell count 20 µM: further read-out of NTR1 ag, marked with its call; cell count; measured here: cell count, cytotoxicity flag
NS5 inhibitors pilot replicate: further read-out of NS5 inhibitors, marked with its call; inhibition, %; measured here: pilot screen replicate inhibition
An asterisk follows results filed as active; ? = inconclusive; nt = no result given; [ ] = another dose, or the depositor's remark.

SMILES | Large T inhibition | MgcRacGAP inhibition | NTR1 ag | NTR1 ag cell count 20 µM | West Nile antiviral | AID2073 | Siah-1 displacement | UTI89 phage lysis | NS5 inhibitors | RSV CPE inhibition | others
CCc1ccc2[nH]c(=O)c(CN(CCN(CC)CC)C(=O)Nc3ccccc3OC)cc2c1 | 1% | 12% | 1.6 | 38 | 0.3% | -7% | 2% | -0.3% | 3% | -1.9%
CN(/N=C/c1ccncc1)c1cnc2ccccc2n1 | -7% | 2% | 1.3 | 69 | 0.1% | 38% | -6% | 0.1% | 2% | ?
c1ccc(-c2noc(-c3ccco3)n2)nc1 | 3% | 4% | 1.2 | 61 | 0.1% | -4% | 0% | 2.1% | -2% | 1.4%
COC(=O)c1cc(=O)n(Cc2ccc(F)cc2)c(=NCc2ccc(F)cc2)s1 | 5% | 5% | -0.3 | 86 | -0.2% | 3% | 2% | 0.3% | -4% | 0.4%
CC(C)NC(=O)c1cc(C(=O)c2cc(Cl)ccc2O)coc1=N | 8% | 8% | 0.7 | 49 | -0.2% | 44% | -2% | -0.4% | -9% | 3.6%
Cc1ccc(Nc2c(-c3ccc(N4CCOCC4)cc3)nc3ncccn23)cc1 | -10% | 8% | 0.9 | 101 | nt | 4% | -7% | 0.4% | -4% | 0.9%
CC(=O)N1CCN(S(=O)(=O)c2ccc3c(c2)CCC(=O)N3)CC1 | nt | -2% | 1.8 | 81 | nt | nt | nt | 0.2%[50 µM] | 4% | nt
CC1CCCN(CCCNC(=O)c2ccc(CS(=O)(=O)c3c(Cl)cccc3Cl)o2)C1 (stereo unspecified) | 9% | 10% | -0.9 | 68 | 0.1% | 6% | -5% | 0.7% | -5% | 1.8%
CN(C)c1nnc(-c2ccc(Cl)cc2)o1 | 2% | 3% | 1.9 | 52 | -0.3% | -1% | 7% | 0.5% | -6% | 0.9%
O=C(COC(=O)COc1ccc(Cl)cc1Cl)Nc1cccnc1Cl | -13% | 5% | 4.0 | 38 | -0.3% | 4% | -8% | 0.6%[50 µM] | -2% | 2.6%
Cc1cc(NC(=O)CCC(=O)N(CC(=O)NC2CCCC2)Cc2ccccc2Cl)no1 | 8% | 4% | 3.5 | 54 | 0.4% | 3% | 11% | -1.1% | -5% | -0.2%
COc1ccc(Cn2cnc3c4cc(F)ccc4n(C)c3c2=O)cc1 | 9% | nt | 2.7 | 44 | 0.5% | 22% | 6% | nt | nt | 1.2%
Cn1c(CNC(=O)c2ccc3c(c2)OCO3)nnc1SCC(=O)Nc1ccccc1F | 4% | 4% | 2.3 | 48 | 0.1% | 2% | -3% | 0.1% | -2% | 1.5%
Cc1cccc(C)c1NC(=O)CCCSc1nnc(N)s1 | 2% | 12% | -0.8 | 64 | 0.2% | -14% | -2% | 0.1% | -5% | 1.4%
O=C(NC(=S)NCc1ccco1)c1ccccc1 | 5% | -25% | -1.2 | 88 | -0.4% | -5% | 1% | 0.1% | 0% | 1.0%
CC(=O)N(C(C)=O)C1=C(C#N)C2(CCCCC2)Cc2ccccc21 | 2% | 4% | 3.2 | 55 | 0.3% | -6% | -4% | 1.1% | 5% | 1.4%
O=C(Nc1cccc(C(F)(F)F)c1)c1cc(S(=O)(=O)N2CCCCC2)ccc1N1CCOCC1 | 5% | 6% | 0.3 | 67 | -0.4% | 10% | 7% | 0.0% | 0% | 19%
COC(=O)C1=C(C)Nc2nnnn2C1c1cc(OC)ccc1OC (stereo unspecified) | 4% | 2% | -0.9 | 43 | -0.1% | 7% | 1% | 1.4% | -7% | 1.4%
CC1CN(c2nc3c(c(=O)n(Cc4ccc(Cl)cc4)c(=O)n3C)n2C)CC(C)O1 (stereo unspecified) | 2% | -1% | 2.4 | 90 | -0.3% | -4% | 5% | -0.4% | -7% | 22%
C/C(=N\NC(=O)c1ccccc1)c1ccc(N2CCCCC2)cc1 | 9% | 5% | -0.2 | 53 | -0.5% | 5% | 0% | 2.8%[50 µM] | -6% | 7.4%
CN(Cc1ccc(F)cc1)C(=O)CNC(=O)c1cccs1 | nt | 10% | -1.5 | 89 | nt | nt | nt | 1.1%[50 µM] | -1% | -0.1%
COc1ccc(NC(=O)CN2CCN(c3ccccc3F)CC2)cc1 | 2% | -7% | 0.6 | 55 | 0.2% | 8% | -3% | 0.1% | nt | 1.6%
COc1ccc(CCNC(=O)NC(C(F)(F)F)C(F)(F)F)cc1OC | 8% | 2% | -1.2 | 48 | 0.3% | 1% | -2% | -0.2%[50 µM] | 2% | 1.1%
CCCCNC(=O)C1CCCN1C(=O)Nc1cccc(OC)c1 (stereo unspecified) | 17% | 2% | 1.7 | 74 | 0.3% | 4% | -2% | 0.4% | -6% | 1.3%

Ordered by molar mass (highest first): 3 of the compounds above
SMILES | Large T inhibition | MgcRacGAP inhibition | NTR1 ag | NTR1 ag cell count 20 µM | West Nile antiviral | AID2073 | Siah-1 displacement | UTI89 phage lysis | NS5 inhibitors | RSV CPE inhibition | others
COC(=O)C1=C(C)Nc2nnnn2C1c1cc(OC)ccc1OC (stereo unspecified) | 4% | 2% | -0.9 | 43 | -0.1% | 7% | 1% | 1.4% | -7% | 1.4%
CCCCNC(=O)C1CCCN1C(=O)Nc1cccc(OC)c1 (stereo unspecified) | 17% | 2% | 1.7 | 74 | 0.3% | 4% | -2% | 0.4% | -6% | 1.3%
CN(Cc1ccc(F)cc1)C(=O)CNC(=O)c1cccs1 | nt | 10% | -1.5 | 89 | nt | nt | nt | 1.1%[50 µM] | -1% | -0.1%

(continued)
SMILES | Large T inhibition | MgcRacGAP inhibition | NTR1 ag | NTR1 ag cell count 20 µM | West Nile antiviral | AID2073 | Siah-1 displacement | UTI89 phage lysis | NS5 inhibitors | RSV CPE inhibition | others
COc1ccc(OC)c(-n2c(SCC(=O)NCC3CCCO3)nc3ccccc3c2=O)c1 (stereo unspecified) | nt | 8% | 0.5 | 67 | nt | nt | nt | 0.5%[50 µM] | 6% | nt
CN(C)c1ccc2c(O)cc(=O)n(C)c2c1 | 14% | -27% | -0.1 | 71 | 1.0% | 33% | -2% | 0.1% | 23% | 1.7%
CCOC(=O)c1cnn(-c2nc3c(C)cccc3s2)c1C | -1% | 14% | 1.4 | 52 | 0.4% | 0% | 3% | 0.1% | -6% | 1.3%
C/C(=N\Nc1ccc(S(N)(=O)=O)cc1[N+](=O)[O-])c1ccco1 | 8% | 11% | 3.7 | 70 | -0.1% | 17% | 6% | 0.2% | 1% | 1.6%
O=C(NNC(=O)c1cnccc1C(F)(F)F)c1ccccc1 | 9% | 7% | -0.4 | 56 | 0.4% | 18% | 2% | 0.5% | 0% | 2.5%
CCOc1ncccc1C(=O)OCC(=O)NC(=O)NC(C)C | 3% | 1% | -0.3 | 32 | 0.0% | 1% | 4% | -0.5% | -4% | 3.3%
O=C(Nc1ccc([N+](=O)[O-])cc1)C1C(c2ccccc2)=C1c1ccccc1 | 0% | 7% | 2.7 | 51 | -0.4% | 3% | 2% | 0.0% | -4% | 1.8%
COc1ccc(N2CCN(Cc3nc(-c4ccccc4)no3)CC2)cc1 | 22% | 14% | -0.9 | 53 | 0.4% | -15% | -2% | 0.0% | -1% | 1.4%
CC(C)c1ccc(NC(=O)c2ccccc2NC(=O)C2CC=CCC2C(=O)O)cc1 (stereo unspecified) | 18% | 2% | -0.3 | 57 | -0.7% | 6% | 2% | 0.0% | -5% | 1.6%
Cc1cccc(C(=O)NCC(c2ccco2)N(C)C)c1 (stereo unspecified) | -3% | 3% | -1.2 | 55 | -0.2% | 8% | -1% | 0.1% | -1% | -0.5%
CCN(c1ccc(NC(=O)COC(=O)c2ccc(S(=O)(=O)N3CCCC3)cc2)cc1)C(C)C | 17% | 3% | 0.6 | 73 | -0.4% | -10% | 3% | 0.5% | 6% | 0.5% | NS5 inhibitors pilot replicate=5.1
O=c1[nH]c(N2CCN(c3ccccc3)CC2)nc2c1CCCC2 | 4% | 14% | 1.3 | 33 | -0.4% | -3% | 0% | 0.3% | 4% | -1.4%
COc1ccc(S(=O)(=O)NCC2CCCO2)cc1Cl (stereo unspecified) | -4% | 8% | -0.4 | 64 | -1.6% | -3% | 1% | 0.4% | 5% | 0.1%
Cc1cc(C(=O)NP(=O)(N2CCOCC2)N2CCOCC2)c(C)n1-c1ccc(N(C)C)cc1 | 26% | 20% | -2.8 | 80 | -0.6% | -21% | -1% | 0.4% | 1% | 0.1%
CCN(CC)S(=O)(=O)c1ccc(Nc2cc(C)nc3ncnn23)cc1 | 19% | 7% | -0.4 | 75 | 0.3% | -6% | -2% | 0.5% | -5% | -1.2%
CCOc1ccc(NS(=O)(=O)c2ccc3ncsc3c2)cc1 | 3% | -17% | -1.4 | 34 | -0.9% | -1% | 11% | -0.1% | -7% | 0.5%
CCn1c(SCC(=O)OC)nnc1-c1c[nH]c2ccccc12 | 17% | 15% | 1.7 | 58 | 1.1% | -1% | -4% | 0.1% | -11% | -0.4%
Cc1ccccc1NC(=O)CSc1nc(-c2ccccc2)cc(=O)[nH]1 | 22% | -2% | -0.1 | 51 | 0.6% | 10% | 2% | -0.7% | -1% | 1.6%
CCOC(=O)c1c(NC(=O)CN2CCN(C(=O)C3CCCO3)CC2)sc(C)c1C (stereo unspecified) | 13% | -1% | 1.2 | 57 | -0.2% | -3% | -2% | 0.9%[50 µM] | -4% | 5.0%
COc1cccc(NC(=O)CN2C(=O)NC(c3ccccc3)(c3ccccc3)C2=O)c1 | 2% | 4% | -1.0 | 44 | 1.0% | 12% | 3% | 0.0% | 0% | 10%
Cc1ccc(C(=O)NCCCNCCCN(C)C)cn1 | 1% | 12% | 0.0 | 79 | 0.6% | 8% | 20% | 0.4% | 2% | 3.0%
CCOc1ccc(C(=O)NNC(=O)c2cc(C)oc2C)cc1 | 11% | -7% | -0.4 | 67 | nt | nt | nt | 0.6%[50 µM] | -4% | 1.0%
CC1=CC(C)(C)N(C(=O)c2ccccc2)c2ccc(C)cc21 | -1% | 5% | 3.6 | 62 | nt | 8% | -1% | 1.3% | 8% | nt
O=C(Nc1ccc(F)cc1)C1CCCN(S(=O)(=O)c2cccc3cccnc23)C1 (stereo unspecified) | 5% | -2% | 4.9 | 42 | -0.6% | -4% | 3% | 10% | -6% | 1.0%
COc1cccc(CNC(=O)CN2C(=O)CSc3ccc(S(=O)(=O)N4CCCCC4)cc32)c1 | 8% | 6% | -0.3 | 53 | 0.1% | -5% | 4% | 0.1% | 2% | 1.1%
Cc1nc2ccc(NC(=O)C3CCN(S(=O)(=O)c4cccs4)CC3)cc2s1 | 11% | 3% | 0.8 | 80 | -0.7% | -2% | -3% | 0.3% | -5% | 6.3%
O=[N+]([O-])C(/C=C(\Cl)[N+](=O)[O-])=C1N(Cc2ccc(Cl)nc2)CCN1Cc1ccc(Cl)nc1 | 11% | 8% | -0.3 | 69 | -0.9% | -17% | 2% | 1.9% | -10% | 0.0%
